JMJD2E inh: blocks human JMJD2E demethylase activity; AID 2147; Potency, µM (highest dose often 57.1 µM), for the others: at the top dose activity change, negative = inhibition, hits mostly inhibitors; actives 1.6% (n = 230,000); B2RXH2; JMJD2E catalytic domain, FDH-coupled NADH fluorescence (FDH is formaldehyde dehydrogenase); active = well fitted inhibition curve with a large enough effect, not every such curve was filed as active; inconclusive = small, poorly fitted or top-dose-only effect, or another doubt; inactive = no such curve, though single readings can be large or run the other way;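 also: 0% = wells with enzyme and -100% = buffer wells without enzyme; nearly all actives have a fitted effect of over 50% in size; many of its hits are not listed in these tables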
SMN2 splice enh: enhancers of SMN2 splice variant expression; Potency, µM (titrated, usually from 46.1 µM), for inactives: top-dose activity change, positive = activation, actives largely listed as activators; HEK293 SMN2-luciferase splicing reporter, luminescence, 30-36 h; AID 1458; actives 2.8% (n = 210,000); also: % of control where 0% means no effect; nearly all actives have a fitted effect of over 55% in size
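qHTS luciferase splicing reporter: luminescence rises when SMN2 exon 7 is included in transfected HEK293 cells. Compound exposure lasted 30-36 h at 37C, with 4.5 mM final sodium butyrate as control, followed by a ONE-Glo read.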
GAA inh: blocks human lysosomal alpha-glucosidase. purified human GAA, 4-MU-alpha-glucoside fluorescence. Potency, µM (highest dose often 76.9 µM), for the others: top-dose activity change, negative = inhibition, usual class: inhibitors. actives 0.005% (n = 200,000);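 also: plate controls were uninhibited enzyme wells for no effect and no-enzyme background for full effect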
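Endpoint fluorogenic read: 20 min room-temperature reaction of 4 nM human alpha-glucosidase with 400 uM 4-methylumbelliferyl-alpha-D-pyranoside, pH 5.0, quenched with 1M NaOH/1M glycine pH 10. AC50 from Hill modeling.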
GoLoco inh red: RGS12 GoLoco-Gai1 interaction inhibition; Gai1:RGS12 GoLoco peptide FP, rhodamine, 10 min; Potency, µM (titrated, usually from 61.6 µM), inactives show top-dose activity, negative = inhibition, actives largely listed as inhibitors; actives 0.44% (n = 230,000); AID 880; active = well fitted inhibition curve with a large enough effect, not every such curve was filed as active; inactive = no such curve, though single readings can be large or run the other way; also: % is scaled to controls: 0 for no effect and ±100 for the full control effect; nearly all actives have a fitted effect of over 30% in size; many of its hits are not listed in these tables
Target sequence (P63096 whole entry, looked up): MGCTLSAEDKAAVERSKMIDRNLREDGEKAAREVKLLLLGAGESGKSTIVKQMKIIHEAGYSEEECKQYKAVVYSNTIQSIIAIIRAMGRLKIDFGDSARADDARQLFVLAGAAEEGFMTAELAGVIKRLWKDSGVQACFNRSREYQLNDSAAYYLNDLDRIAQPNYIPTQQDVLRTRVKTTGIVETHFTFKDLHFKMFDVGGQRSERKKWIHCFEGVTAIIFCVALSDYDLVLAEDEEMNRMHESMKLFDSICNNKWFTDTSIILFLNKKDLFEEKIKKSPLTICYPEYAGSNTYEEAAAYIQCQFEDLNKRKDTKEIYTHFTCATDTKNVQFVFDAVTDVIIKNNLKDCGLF
aGal spleen mod: alpha-galactosidase A (human) modulation. P06280. human spleen homogenate, 4MU-alpha-Gal fluorescence, 40 min. Potency, µM (titrated, usually from 80 µM), for the others: at the highest dose activity change, negative = inhibition, most hits filed as inhibitors. actives 0.008% (n = 240,000). AID 2107;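 also: 0% = enzyme with vehicle and -100% = no enzyme basal signal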
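Human spleen homogenate (1 ug) as enzyme source, 4-methylumbelliferyl-alpha-D-galactopyranoside 1 mM final, citrate/phosphate pH 5.0 with 0.01% Tween-20. Compounds 40 min at 37C, NaOH/glycine stop; fluorescence Ex 365/Em 440, Hill-fit AC50.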
GAA spleen mod: lysosomal alpha-glucosidase (human) modulation. P10253. human spleen homogenate, 4-MU-alpha-glucoside fluorescence. Potency, µM (highest dose often 79.9 µM), without a hit: top-dose activity change, negative = inhibition, usual class: inhibitors. actives 0.006% (n = 240,000);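 also: 0% = enzyme with vehicle and -100% = no enzyme basal signal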
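Human spleen homogenate (1 ug) with 4-methylumbelliferyl-alpha-D-glucopyranoside (1 mM final) in 50 mM citrate/phosphate pH 5.0, 0.01% Tween-20; 40 min at 37 C. Stopped at pH 10; 4-MU fluorescence Ex 365/Em 440 nm; AC50 by Hill fit.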
GAA glycogen mod: alters human alpha-glucosidase cleavage of glycogen. recombinant GAA, glycogen substrate, Amplex Red glucose oxidase fluorescence. Potency, µM (titrated, usually from 76.4 µM), without a hit: top-dose activity change, negative = inhibition, hits mostly inhibitors. actives 0.38% (n = 300,000);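 also: 0% = full enzyme reaction and -100% = no-enzyme basal signal; the screen sought inhibitors and activators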
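Natural-substrate format: glycogen cleavage by 4 nM human enzyme, glucose read by Amplex Red coupling (Ex 573, Em 610 nm). Normalized to enzyme and no-enzyme controls.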
ALDH1A1 inh: inhibitors of human aldehyde dehydrogenase 1A1; Purified ALDH1A1, NADH fluorescence, propionaldehyde substrate; Potency, µM (highest dose often 75.3 µM), without a hit: top-dose activity, negative = inhibition, actives largely listed as inhibitors; actives 7.3% (n = 220,000); AID 1030; active = well fitted inhibition curve with a large enough effect, not every such curve was filed as active; inconclusive = small, poorly fitted or top-dose-only effect, or another doubt; inactive = no such curve, though single readings can be large or run the other way;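 also: plate controls were no enzyme wells and a reference inhibitor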
Target sequence (P00352 whole entry, looked up): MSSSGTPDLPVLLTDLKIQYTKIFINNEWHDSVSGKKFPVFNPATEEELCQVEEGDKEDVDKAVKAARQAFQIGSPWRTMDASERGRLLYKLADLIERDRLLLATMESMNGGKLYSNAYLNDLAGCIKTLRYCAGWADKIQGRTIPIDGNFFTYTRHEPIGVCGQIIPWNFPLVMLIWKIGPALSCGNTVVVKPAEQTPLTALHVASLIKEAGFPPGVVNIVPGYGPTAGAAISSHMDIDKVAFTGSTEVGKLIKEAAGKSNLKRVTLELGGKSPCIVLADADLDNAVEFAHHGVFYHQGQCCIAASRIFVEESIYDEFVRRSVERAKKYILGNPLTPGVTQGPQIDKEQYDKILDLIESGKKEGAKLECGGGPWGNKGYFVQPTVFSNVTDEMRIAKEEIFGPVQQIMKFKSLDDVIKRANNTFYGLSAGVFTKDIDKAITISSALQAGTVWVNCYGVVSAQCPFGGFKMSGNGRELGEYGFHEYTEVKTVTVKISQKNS
* hit, by the source's call; ? = inconclusive; / = no result given; & = joins results of further samples; [ ] = remark or other dose. Unless noted, calls follow the shape of the dose curve; as a rule, active = well fitted curve in the direction sought with a large enough effect; inconclusive = small, poorly fitted or top-dose-only effect, or another doubt; inactive = no such curve, though single readings can be large; an effect the other way counts as inactive or inconclusive. Potency is read from the fitted curve at half-maximal effect. A portion of the library; the hit share may differ from the screen's.

SMILES	JMJD2E inh	SMN2 splice enh	GAA inh	GoLoco inh red	aGal spleen mod	GAA spleen mod	GAA glycogen mod	ALDH1A1 inh
Cc1cc(C)nc(N(C#N)C(C)C(=O)N(C)C)n1 (stereo not given)	-4%	5%	0%	-4%	14%	3%	1%	13%
CS(=O)(=O)N(CC(=O)NCc1ccncc1)c1cc(Cl)cc(Cl)c1	4%	-14%	-24%	2%	4%	5%	3%	10%
CCCn1c(SCC(=O)N2CCc3ccccc32)nnc1-c1ccco1	-3%	-1%	-3%	6%	5%	-3%	-7%	?
O=C(NCc1ccc(Cl)cc1)c1cccc(NC(=O)c2ccccc2)c1	5%	-47%[inhibitor]	6%	5%	-4%	-13%	7%	-6%
CCOC(=O)c1ccccc1NC(=O)CC1SC(=NC)N(C)C1=O (stereo not given)	?	/	5%	12%	-2%	0%	-2%	1%
CCOc1ccc(-n2c(C)cc(/C=N/NC(=O)C(N)=O)c2C)cc1	-11%	-1%	7%	20%	-3%	0%	16%	?
C=CCNC(=S)Nc1cc(S(=O)(=O)N2CCOCC2)ccc1-n1cncn1	4%	2%	-5%	-19%	-13%	1%	1%	4.5µM*
CCOC(=O)c1sc(NC(=O)c2ccc(S(=O)(=O)N3CCOCC3)cc2)cc1C	-1%	-8%	-3%	8%	-4%	-13%	-1%	-5%
O=C(NCc1cccs1)c1cccnc1SCCS(=O)(=O)c1ccc(C(F)(F)F)cn1	21%	/	0%	-15%	6%	7%	-9%	?
Cc1ccc(NC(=S)NCCSc2ccc(Cl)cc2)cc1	-2%	-6%	-4%	6%	-3%	-9%	1%	?
CCCc1nnc(NC(=O)c2cn(CC)c3cc(N4CCN(C)CC4)c(F)cc3c2=O)s1	-9%	/	/	15%	-5%	8%	0%	/
COc1c(C(=O)Nc2ccc3[nH]c(=O)[nH]c3c2)cc2ccccc2c1Br	?	-14%	1%	10%	4%	-2%	-2%	-2%
O=C1NCC(c2ccccc2)C1C(=O)N/N=C/c1ccc(Cl)s1 (stereo not given)	-15%	/	2%	13%	-2%	-26%	-5%	0%
CSc1nnc(-c2sc3cc(Cl)ccc3c2Cl)n1C	-2%	20%	-3%	-5%	5%	-5%	-6%	12%
CCOC(=O)CC12CN3CN(C1)CC(CC(=O)OCC)(C3)C2=O	-4%	3%	0%	-1%	6%	-1%	3%	12%
Cc1ccc(/C=C2\SC(=S)N(C3CCS(=O)(=O)C3)C2=O)cc1 (stereo not given)	2%	-15%	4%	2%	3%	3%	7%	-17%
Cc1csc(SC(C)C(=O)Nc2ccc(S(=O)(=O)N3CCCC3)cc2)n1 (stereo not given)	2%	15%	?	-13%	-4%	-9%	-10%	-3%
COc1ccc(CC(=O)NC2CC(C)(C)NC(C)(C)C2)cc1	-2%	9%	-9%	-1%	-13%	-5%	7%	-2%
CCn1c2c(c3ccc(OC)cc31)CCCC2=O	?	0%	-2%	-13%	1%	-5%	-5%	?
Cc1c(C(=O)N2CCN(c3ccccn3)CC2)cccc1[N+](=O)[O-]	3%	-49%[inhibitor]	6%	-2%	6%	-6%	3%	-3%
Nc1nc2c(ncn2[C@@H]2O[C@H](CO)[C@@H](O)[C@H]2O)c(=O)[nH]1	5%	/	/	6%	-1%	6%	/	0%
CCCc1ccc(-c2cc(NC(=O)CSc3n[nH]c(N)n3)n(-c3ccccc3)n2)cc1	-2%	2%	-4%	-1%	5%	4%	-9%	-1%
O=C(OCc1nc2ccccc2s1)c1cccc(S(=O)(=O)N2CCOCC2)c1	-3%	12%	-14%	10%	-21%	?	-5%	-7%
CCCN1CCN(CCCNC(=O)Cn2nc(-c3ccc(Cl)cc3)ccc2=O)CC1	-3%	2%	3%	4%	0%	-8%	3%	5%
c1ccc(Cn2nnc(CNc3ccccc3)c2-c2c(CNc3ccccc3)nnn2Cc2ccccc2)cc1	-1%	/	/	6%	6%	-1%	-2%	/
SMILES	JMJD2E inh	SMN2 splice enh	GAA inh	GoLoco inh red	aGal spleen mod	GAA spleen mod	GAA glycogen mod	ALDH1A1 inh
O=S(=O)(c1ccc(Cl)cc1)N1CCN(c2ccc(N3CCOCC3)nn2)CC1	?	-3%	0%	-5%	1%	1%	1%	8%
Cc1nn(-c2ccccc2)c(OC(=O)c2cccs2)c1S(=O)(=O)c1ccc([N+](=O)[O-])cc1	-8%	5%	-1%	-10%	4%	-9%	3%	13%
CCCCc1ccc(NC(=S)N2CCCC(C)C2)cc1 (stereo not given)	-3%	14%	-12%	1%	7%	3%	-19%	?
CN(C)c1ccc(/C=N/NC(=O)c2nnn(-c3nonc3N)c2COc2ccc(F)cc2)cc1	?	/	/	-2%	2%	-7%	1%	/
CN(c1ccc(Cl)cc1)c1cc(=O)n(C)c2ccccc12	-7%	11%	3%	7%	5%	8%	1%	10%
CCCCNC(=O)c1ccccc1NC(=O)c1ccc2c(c1)OCO2	13%	11%	-6%	-2%	4%	9%	16%	0%
CCOC(=O)N1CCN(C(=O)/C=C/c2ccc3c(c2)OCO3)CC1	?	0%	-1%	6%	4%	-8%	15%	?
CC(C)(C)OC(=O)N/N=C/c1cn(-c2ccccc2)nc1-c1cccnc1	4%	-10%	-9%	0%	9%	3%	-4%	-3%
Nc1nc2c(nc(Br)n2C2OC(CO)C(O)C2O)c(=O)[nH]1 (stereo not given)	4%	-1%	/	1%	-4%	-2%	/	3%
O=C(CSc1nc2ccccc2o1)NCc1ccc2c(c1)OCO2	4%	?	1%	13%	5%	2%	1%	-6%
C/C(=N/NC(=O)c1ccco1)c1cccnc1	8%	28%	-10%	8%	-8%	-14%	3%	-4%
O=C1/C(=C/c2cccs2)CCc2ccccc21	-16%	-6%	-7%	-15%	7%	-3%	-2%	-5%
CCCCN(C)C(=O)CCC(=O)NNc1nc2ccccc2c2nc(C)nn12	4%	-18%	-1%	-2%	-18%	-8%	-24%[76.3 µM]	12%
CSc1nc2ccc(NC(=O)c3nn(C(C)C)c(=O)c4ccccc34)cc2s1	-1%	-21%	4%	-14%	11%	-13%	2%	1%
O=C(CSc1nnc(Cc2cccs2)n1-c1ccccc1)NC1CCCCC1	-7%	-35%[inhibitor]	?	-21%	-11%	-8%	-2%	-14%
Cc1ccn2cc(-c3cccc(NS(C)(=O)=O)c3)nc2c1	?	/	14%	1%	0%	-2%	10%	?
O=C(CNC(=O)C1CCCCC1)Nc1ccccc1Cl	7%	15%	6%	7%	2%	-4%	8%	6%
COCc1c(Br)c(C)[nH]c(=O)c1C#N	?	-1%	7%	-3%	17%	8%	6%	?
N/C(=N\OC(=O)c1ccc(Br)o1)c1cccnc1	-1%	/	1%	6%	6%	-16%	4%	7%
CCOC(=O)c1cnc(-n2nc(C)cc2C)nc1Oc1ccccc1F	9%	/	/	18%	16%	4%	-2%	/
CCCOc1ccc(C(=O)NCCC(=O)NCCCC(=O)OCC)cc1	-5%	?	-2%	3%	-2%	1%	4%	6%
Cc1cc(C(=O)COC(=O)CCC(=O)c2ccc3c(c2)OCCO3)c(C)n1Cc1ccco1	-3%	8%	-4%	12%	5%	2%	0%	-13%
Cc1ccc2oc(=O)c3cnn(CC(=O)NC4CCCCC4C)c3c2c1 (stereo not given)	6%	-12%	-2%	9%	16%	-9%	-15%	12%
CN1CCN(C(=O)/C(=C/c2ccccc2)c2ccccc2)CC1	7%	-16%	-7%	-9%	3%	2%	2%	0%
c1csc(-c2noc(COc3ccc4c(c3)CCCC4)n2)c1	-2%	13µM*	0%	-14%	-9%	-4%	-3%	-2%
SMILES	JMJD2E inh	SMN2 splice enh	GAA inh	GoLoco inh red	aGal spleen mod	GAA spleen mod	GAA glycogen mod	ALDH1A1 inh
COc1ccc(NC(=O)CSc2ncnc3[nH]ncc23)cc1	4%	/	5%[15.4 µM]	8%	-3%	-6%	4%	11µM*
Cc1ncoc1C(=O)N1CCCC(CCC(=O)NCc2ccc(F)c(F)c2)C1 (stereo not given)	-2%	2%	0%	15%	9%	4%	-6%	?
Cc1ccc(CSc2nnc(-c3ccncc3)n2CC2CCCO2)cc1 (stereo not given)	0%	-11%	-1%	10%	5%	-9%	0%	1%
O=S(=O)(Nc1ccccc1)c1ccc2c(c1)CCO2	0%	/	/	3%	-7%	-5%	1%	/
COc1ccc(CN2CCC(N3CCC(C(=O)N4CCOCC4)CC3)CC2)c(F)c1	-10%	/	0%	14%	3%	-3%	0%	13%
CC(=O)c1cccc(NC(=O)c2cc(-c3ccc(C)cc3)on2)c1	5%	?	-8%	7%	6%	-10%	9%	3%
Cc1ccccc1Cn1c(=O)n(CC2CCC(C(=O)NCCc3ccccc3)CC2)c(=O)c2ccccc21 (stereo not given)	1%	2%	5%	-16%	-23%	-11%	7%	-1%
CCCNC(=O)c1cc(-c2ccc(OC)cc2)n(CCCOC)c1C	-11%	-9%	5%	11%	-3%	-3%	10%	?
COc1cc2c(cc1OC)-c1nnc(-c3ccco3)n1C1(CCCC1)C2	?	-10%	6%	21%	-4%	-3%	-3%	?
COc1cccc(C(=O)NCCCN2CCN(CCCNC(=O)c3cccc(OC)c3)CC2)c1	0%	-1%	7%	7%	-1%	-4%	2%	0%
Nc1nnc(SCC(=O)Nc2sc3c(c2C(=O)c2ccccc2)CCCC3)s1	3%	4%[1.84 µM]	-10%	59%[activator]	-4%	-15%	-10%	13µM*
Cc1ccc(S(=O)(=O)N2CC3CCC2C3)cc1 (stereo not given)	0%	-1%	-15%	9%	-15%	-5%	2%	0%
COC(=O)C1=C(C)NC(C)=C(C(=O)OCCN(C)Cc2ccccc2)[C@H]1c1cccc([N+](=O)[O-])c1	3%[25.5 µM]	0%[20.6 µM]	/	6%[21.6 µM]	5%[29.1 µM]	-5%[29.1 µM]	/	2%[20.9 µM]
CC[C@@H]1Cc2cc(O)ccc2C2=C1c1ccc(O)cc1C[C@H]2CC	?	-29%	/	9%&7%	?	24%&4%	/	?
COCCn1cc(C(=O)c2cc(Br)ccc2O)cc(C#N)c1=O	-7%	-48%[inhibitor]	-1%	41%[activator]	6%	0%	2%	-11%

Assay outcomes deposited in PubChem by National Center for Advancing Translational Sciences (NCATS).
